CRFR2-BP ag: agonists of CRF-BP/CRF-R2 complex, primary screen, cell-based, HEK293, calcium dye fluorescence, uHTS. hit rate 0.46% among 350,000. activation, % at 13.2 µM. calcium dye fluorescence (FLIPR); percent of saturating CRF peptide response. CRF-binding protein / CRF receptor 2 complex (human). AID 588473, 2011;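 active = activation of at least 50%, plus an integration ratio under a set limit after plate pattern correction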;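 also: plate controls were neutral control wells without compound for no effect and CRF at EC100 for full effect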
CHRM5 PAM: human M5 muscarinic receptor positive allosteric modulators, primary screen, CHO-K1 cells, Fluo-8 calcium fluorescence | Muscarinic acetylcholine receptor M5 (Homo sapiens), P08912 | CHO-K1 hM5, ACh EC20 PAM; 0% = ACh EC20, 100% = ACh EC100 | activation, % at 3 µM | hit rate 0.3% among 360,000 | AID 624038, 2012;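 active = activation above the run cutoff, the mean activation of all test compounds plus 3 SD, cut at about 18% in these data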
Target sequence (P08912 whole entry, looked up): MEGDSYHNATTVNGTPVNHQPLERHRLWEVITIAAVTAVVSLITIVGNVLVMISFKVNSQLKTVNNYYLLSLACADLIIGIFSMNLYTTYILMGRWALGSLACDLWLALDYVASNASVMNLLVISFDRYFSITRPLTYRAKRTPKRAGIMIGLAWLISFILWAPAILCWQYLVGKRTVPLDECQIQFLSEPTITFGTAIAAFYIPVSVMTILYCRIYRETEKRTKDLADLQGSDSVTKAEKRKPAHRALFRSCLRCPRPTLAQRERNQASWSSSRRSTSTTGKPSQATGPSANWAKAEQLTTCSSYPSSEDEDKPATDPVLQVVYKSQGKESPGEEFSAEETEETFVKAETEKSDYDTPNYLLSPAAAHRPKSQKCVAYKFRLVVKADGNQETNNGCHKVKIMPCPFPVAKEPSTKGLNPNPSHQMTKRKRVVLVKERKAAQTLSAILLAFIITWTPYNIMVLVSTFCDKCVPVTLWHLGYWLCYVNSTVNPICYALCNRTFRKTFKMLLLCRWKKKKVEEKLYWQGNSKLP
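Assay system – human M5 receptor in CHO-K1 cells · Read-out – % activation, ACh-normalized · Technique – Fluo-8 calcium fluorescence · Dosing – single-point, 3 µM nominal · Incubation – Fluo-8 loading 80 min at 37 °C plus 30 min room temperature · Repeats – singlicate, one well per test compound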
M5 antag: human M5 muscarinic receptor antagonists, primary screen, CHO cells, Fluo-8 calcium fluorescence; Muscarinic acetylcholine receptor M5 (Homo sapiens), P08912; CHO-hM5 cells, ACh EC80; inhibition, % at 3 µM; hit rate 0.59% among 360,000; AID 624040, 2012;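 active = inhibition above a per-plate cutoff, the mean of that plate's test compounds plus 3 SD, cut at about 27% in these data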;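 also: 0% = acetylcholine EC80 with DMSO and 100% = DMSO without agonist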
M5 ag: human M5 muscarinic receptor agonists, primary screen, CHO-K1 cells, Fluo-8 calcium fluorescence. Muscarinic acetylcholine receptor M5 (Homo sapiens), P08912. CHO-K1 hM5 cells; 0% DMSO wells, 100% maximal acetylcholine response. activation, % at 3 µM. hit rate 0.19% among 360,000;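 active = activation above the run's mean over test compounds plus 3 SD, cut at about 23% in these data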;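 also: signal is peak over basal fluorescence ratio across the kinetic read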
CHRM4 PAM: human M4 muscarinic receptor positive allosteric modulators, primary screen, CHO-K1 cells, Fluo-8 calcium fluorescence. AID 624126, 2012. activation, % at 3 µM. hit rate 0.4% among 360,000. Muscarinic acetylcholine receptor M4 (Homo sapiens), P08173. CHO-K1 hM4/Gqi5, ACh EC20; 0% = ACh EC20, 100% = maximal ACh;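 active = activation above its plate's cutoff, the mean activation of sample wells plus 3 SD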; also: some results filed as inactive read as strong as hits
Target sequence (P08173 whole entry, looked up): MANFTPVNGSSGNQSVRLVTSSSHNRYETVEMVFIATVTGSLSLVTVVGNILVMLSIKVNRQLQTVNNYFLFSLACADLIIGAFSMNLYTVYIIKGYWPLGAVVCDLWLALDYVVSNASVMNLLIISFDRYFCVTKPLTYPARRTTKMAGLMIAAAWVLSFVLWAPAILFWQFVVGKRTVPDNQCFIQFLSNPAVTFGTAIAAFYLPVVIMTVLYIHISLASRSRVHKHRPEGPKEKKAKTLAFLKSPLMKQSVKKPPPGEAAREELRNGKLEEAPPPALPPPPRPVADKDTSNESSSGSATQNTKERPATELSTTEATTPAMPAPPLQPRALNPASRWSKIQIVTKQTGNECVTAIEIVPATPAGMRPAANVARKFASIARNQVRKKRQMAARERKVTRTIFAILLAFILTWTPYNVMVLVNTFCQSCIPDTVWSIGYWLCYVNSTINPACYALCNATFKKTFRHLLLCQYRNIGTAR
M4 ag: human M4 muscarinic receptor agonists, primary screen, CHO-K1 cells, Fluo-8 calcium fluorescence; Muscarinic acetylcholine receptor M4 (Homo sapiens), P08173; hit rate 0.14% among 360,000; activation, % at 3 µM; CHO-K1 hM4/Gqi5; vehicle 0%, full acetylcholine response 100%;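 active = activation above the run mean over all test wells plus 3 SD, cut at about 32% in these data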;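 also: peak over basal fluorescence ratio per well then scaled between controls; 0% = DMSO wells and 100% = acetylcholine at EC100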
M4 antag: human M4 muscarinic receptor antagonists, primary screen, CHO cells, Fluo-8 calcium fluorescence | Muscarinic acetylcholine receptor M4 (Homo sapiens), P08173 | CHO-hM4 cells, ACh EC80 | inhibition, % at 3 µM | hit rate 0.73% among 360,000 | AID 624125, 2012;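 active = inhibition above its plate's cutoff, the mean inhibition of sample wells plus 3 SD, cut at about 27% in these data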;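 also: 0% = acetylcholine EC80 with DMSO and 100% = DMSO without agonist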
M1 antag: human M1 muscarinic receptor antagonists, primary screen, CHO-K1 cells, Fluo-8 calcium fluorescence, 1536-well | CHO-K1 hM1, ACh EC80 antagonist | hit rate 1.3% among 360,000 | Muscarinic acetylcholine receptor M1 (Homo sapiens), P11229 | inhibition, % at 3 µM | AID 588852, 2011;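 active = percent inhibition above its own plate's cutoff, namely the mean of that plate's compound wells plus 3 SD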;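 also: peak over basal fluorescence ratio during 140 s after agonist addition; 0% = ACh EC80 plus DMSO and 100% = DMSO alone without agonist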
CHRM1 PAM: human M1 muscarinic receptor positive allosteric modulators, primary screen, CHO-K1 cells, Fluo-8 calcium fluorescence, 1536-well. Muscarinic acetylcholine receptor M1 (Homo sapiens), P11229. CHO-K1 hM1, ACh EC20; 0% = ACh EC20, 100% = maximal ACh. activation, % at 3 µM. hit rate 0.088% among 360,000. AID 588819, 2011; in the data active = activation above about 19%, passing the limit was not always enough
Numbers without * were called inactive.

SMILES	CRFR2-BP ag	CHRM5 PAM	M5 antag	M5 ag	CHRM4 PAM	M4 ag	M4 antag	M1 antag	CHRM1 PAM
CCC(=O)NC(c1ccccc1)c1c(OC(C)=O)ccc2ccccc12 (stereo not drawn)	-0.3	-1	8	-3	-4	0	5	-6	8
CCCCC(=O)c1c(O)c2ccccc2oc1=O	0.5	7	-3	-3	-2	0	-3	0	3
COc1ccc(C(=O)c2sc3nc(C)cc(-c4cccs4)c3c2N)cc1OC	108*	-5	20	8	-15	13	19	21	-4
COC(=O)CCC(=O)NC(=S)Nc1ccc(S(=O)(=O)Nc2cc(C)on2)cc1	1.1	-7	23	-7	1	0	-7	-15	12
COCCCNC(=O)C(=O)N/N=C/c1ccc(OCC(=O)Nc2cccc(Cl)c2C)c(OC)c1	-2.8	1	-6	0	-1	2	0	-7	6
O=Cc1ccc(N2CCCC2)c(F)c1	-3.0	-1	3	-7	1	1	11	-1	5
CCOc1ncccc1C(=O)OCC(=O)Nc1cccc(C(C)=O)c1	-1.0	3	0	4	1	3	-5	-4	3
CC1(C)CC(=O)C=C(c2cccc(O)c2)C1=O	-1.6	2	5	1	-1	1	4	3	-2
Cc1ccc(CNC(=O)C2CCCN(S(=O)(=O)c3cccnc3)C2)cc1 (stereo not drawn)	0.6	1	-10	-7	3	1	-15	-6	8
CCOC(=O)Nc1ccc(NC(=O)c2ccccc2F)cc1	-2.0	-4	7	-1	2	1	-1	0	1
COc1ccc2nc(SCC(=O)NCC3CCCO3)c(C#N)cc2c1 (stereo not drawn)	-0.7	1	13	-1	0	0	-7	2	-1
CCCCn1nnc(NC(=O)c2ccc(-c3cccc(Cl)c3)o2)n1	0.6	-4	-5	1	-4	7	-11	-15	0
CC(C)Oc1ccc(C(=O)NCc2ccco2)cc1	-2.2	0	-7	-3	6	1	-3	-11	6
CC(C)Cc1nc2oc3c(=O)[nH]cnc3c2c2c1CCCC2	-1.2	3	-2	-1	0	0	2	-3	11
CC(C)=CCN1CCN(Cc2cnc(C)s2)CC1CCO (stereo not drawn)	1.1	1	0	-4	10	1	-2	1	4
Cc1ccc(CCc2nnc(SCC(=O)Nc3ccccc3Cl)n2-c2ccccc2)o1	-0.9	-10	12	-3	-2	2	6	0	-2
O=C(CCn1ccc2cc(S(=O)(=O)N3CCCC3)ccc21)NCc1ccccc1	-1.6	0	8	-3	-2	3	7	-15	8
COc1ccc(OC)c(CC(NC(C)=O)C(=O)NC2CCN(S(=O)(=O)c3ccc(NC(C)=O)cc3)CC2)c1 (stereo not drawn)	-0.9	2	-2	-2	1	2	-3	-10	6
O=C(Nc1ccc(Cl)cc1)c1ccc(OC2CSC2)cc1	-1.8	3	5	-2	0	1	7	-10	10
O=S(=O)(Nc1ccccc1Br)c1cccc2cccnc12	-0.1	-3	-5	0	2	1	-8	-10	7
Cc1c(NS(=O)(=O)c2cc(C(=O)NCc3cccnc3)ccc2Cl)c(=O)n(-c2ccccc2)n1C	1.2	5	8	-2	5	1	-4	3	-4
CCCSC1=C(C#N)C(c2ccccc2OCC)CC(=O)N1 (stereo not drawn)	-4.9	5	-4	0	19	0	-11	-2	3
O=C(OCC(=O)N1CCCC1=O)c1ncc(Cl)c(Cl)c1Cl	0.6	4	-4	-4	2	1	-20	-11	4
O=C1NC[C@H](Cc2ccccc2)N(CC2CCN(CCC3CCCC3)CC2)C1=O	-0.1	-2	2	-3	-1	0	-7	-13	6
COCCNC(=O)NC12CC3CC(CC(C3)C1)C2	0.4	-8	6	-2	6	1	-1	-13	8

Random excerpt: two compounds from above.
SMILES	CRFR2-BP ag	CHRM5 PAM	M5 antag	M5 ag	CHRM4 PAM	M4 ag	M4 antag	M1 antag	CHRM1 PAM
CCCCC(=O)c1c(O)c2ccccc2oc1=O	0.5	7	-3	-3	-2	0	-3	0	3
COc1ccc(C(=O)c2sc3nc(C)cc(-c4cccs4)c3c2N)cc1OC	108*	-5	20	8	-15	13	19	21	-4

A section from further up, as a working copy:
SMILES	CRFR2-BP ag	CHRM5 PAM	M5 antag	M5 ag	CHRM4 PAM	M4 ag	M4 antag	M1 antag	CHRM1 PAM
COCCCNC(=O)C(=O)N/N=C/c1ccc(OCC(=O)Nc2cccc(Cl)c2C)c(OC)c1	-2.8	1	-6	0	-1	2	0	-7	6
O=Cc1ccc(N2CCCC2)c(F)c1	-3.0	-1	3	-7	1	1	11	-1	5
CCOc1ncccc1C(=O)OCC(=O)Nc1cccc(C(C)=O)c1	-1.0	3	0	4	1	3	-5	-4	3
CC1(C)CC(=O)C=C(c2cccc(O)c2)C1=O	-1.6	2	5	1	-1	1	4	3	-2
Cc1ccc(CNC(=O)C2CCCN(S(=O)(=O)c3cccnc3)C2)cc1 (stereo not drawn)	0.6	1	-10	-7	3	1	-15	-6	8
CCOC(=O)Nc1ccc(NC(=O)c2ccccc2F)cc1	-2.0	-4	7	-1	2	1	-1	0	1
COc1ccc2nc(SCC(=O)NCC3CCCO3)c(C#N)cc2c1 (stereo not drawn)	-0.7	1	13	-1	0	0	-7	2	-1
CCCCn1nnc(NC(=O)c2ccc(-c3cccc(Cl)c3)o2)n1	0.6	-4	-5	1	-4	7	-11	-15	0
CC(C)Oc1ccc(C(=O)NCc2ccco2)cc1	-2.2	0	-7	-3	6	1	-3	-11	6
CC(C)Cc1nc2oc3c(=O)[nH]cnc3c2c2c1CCCC2	-1.2	3	-2	-1	0	0	2	-3	11
CC(C)=CCN1CCN(Cc2cnc(C)s2)CC1CCO (stereo not drawn)	1.1	1	0	-4	10	1	-2	1	4
Cc1ccc(CCc2nnc(SCC(=O)Nc3ccccc3Cl)n2-c2ccccc2)o1	-0.9	-10	12	-3	-2	2	6	0	-2
O=C(CCn1ccc2cc(S(=O)(=O)N3CCCC3)ccc21)NCc1ccccc1	-1.6	0	8	-3	-2	3	7	-15	8
COc1ccc(OC)c(CC(NC(C)=O)C(=O)NC2CCN(S(=O)(=O)c3ccc(NC(C)=O)cc3)CC2)c1 (stereo not drawn)	-0.9	2	-2	-2	1	2	-3	-10	6
O=C(Nc1ccc(Cl)cc1)c1ccc(OC2CSC2)cc1	-1.8	3	5	-2	0	1	7	-10	10
O=S(=O)(Nc1ccccc1Br)c1cccc2cccnc12	-0.1	-3	-5	0	2	1	-8	-10	7

(further entries)
SMILES	CRFR2-BP ag	CHRM5 PAM	M5 antag	M5 ag	CHRM4 PAM	M4 ag	M4 antag	M1 antag	CHRM1 PAM
COc1cccc(C(=O)Oc2c(Br)cc(Br)cc2/C=N/NC(=O)c2cc(C)[nH]n2)c1	1.7	-1	2	-2	-5	1	-5	0	3
Cc1sc(N2CCN(S(=O)(=O)c3ccc4c(c3)NC(=O)CO4)CC2)nc1-c1ccccc1	-0.2	-1	4	-1	4	0	-2	8	0
Cc1cc(=O)oc(C)c1C(=O)NCc1c(F)cc(F)cc1F	-7.7	-8	5	-1	7	0	-1	-11	9
COc1ccc(CN2C(=O)CN(C3CCCCCC3)C(=O)C2c2ccc(OC)c(OC)c2)cc1 (stereo not drawn)	-5.0	-4	6	0	3	1	-1	-8	5
C[C@H]1CN(c2ccc(Br)cc2)C(=O)[C@@H]1CC(=O)Nc1ccccc1	0.1	-6	1	3	-3	6	-19	4	-5
Cc1ccccc1NC(=O)Cc1nc(COC(=O)Cc2c(F)cccc2Cl)cs1	-2.2	-6	5	-6	1	8	-13	-9	6
Cc1cc(C)n(-c2ccc(C(=O)Nc3cccc(S(=O)(=O)N(C)C)c3)cc2)n1	-0.3	-18	19	4	-13	19	7	22	-22
CCOc1ccc(/C=N/NC(=O)c2ccoc2C)cc1OC	-0.6	0	2	-4	0	2	6	10	-1
COc1ccccc1CNc1ccc2nnc(CCNC(=O)c3ccccc3)n2n1	-0.9	1	5	1	-7	2	-2	-6	3
O=C(O)c1ccc(N2C(=O)C3C4c5ccccc5C(Br)(c5ccccc54)C3C2=O)cc1 (stereo not drawn)	-1.0	3	1	-3	-4	0	-24	4	3
COCCCN1CN(Cc2ccccc2)CNC1=S	1.4	-2	3	-2	-1	1	7	-5	5
Cc1cc(C)cc(OC(=O)CCN2C(=O)C3C4C=CC(C5CC45)C3C2=O)c1 (stereo not drawn)	0.1	2	-7	-3	0	1	-5	-9	7
CC(NC(=O)c1ccccc1N)c1ccccc1 (stereo not drawn)	0.9	1	-1	3	6	2	-9	-12	8
CCOc1ccc(Cl)cc1CSc1n[nH]c(C)n1	-0.8	-5	0	2	-10	12	-4	11	-8
CC(=O)Oc1cc2oc(=O)c3c(c2cc1Cl)CCC3	-1.6	-4	2	3	-7	-1	15	4	-1
CCC1CCCCN1C(=O)c1cc(-c2ccc(Cl)c(Cl)c2)on1 (stereo not drawn)	-1.4	-6	3	-4	-6	0	8	1	-9
CCOC(=O)c1c(CC(C)C)csc1NC(=O)COC(=O)c1cc(OC)c(OC)cc1[N+](=O)[O-]	2.7	5	-8	0	-6	0	1	-5	6
COc1ccc(NC(=O)COC(=O)c2c(NC(C)=O)sc(C)c2C)cc1	3.6	-4	6	0	1	0	-12	-12	6
C/C(=N\Nc1nc(N2CCOCC2)nc(N2CCOCC2)n1)c1ccc([N+](=O)[O-])cc1	0.5	4	-3	2	13	4	-5	-9	10
CNC(=O)/C(C#N)=C/c1ccc(-c2ccc(OC)cc2[N+](=O)[O-])o1	-1.9	2	-4	-5	7	1	-4	0	4
CCN(CC)S(=O)(=O)c1ccc(NC(=O)c2ccc(N(C)S(C)(=O)=O)cc2)cc1	4.6	1	5	2	-6	16	-3	6	-11
Clc1ccc(CO/N=C/c2cccs2)cc1	22	0	5	-1	-4	0	2	-4	3
O=C1N/C(=C/c2ccsc2)C(=O)N1c1ccccc1	-0.8	-4	-4	8	-3	9	-4	-3	2

High-throughput results (PubChem BioAssay)
